Compound activity (PubChem)
BaF3 tox: parental Ba/F3 cell viability inhibition, counter-screen for JAK2V617F inhibitor project, murine pro-B, CellTiter-Glo luminescence. CellTiter-Glo ATP luminescence. inhibition, % at 5.6 µM. hit rate 1.1% among 220,000. AID 1486, 2009;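 active means inhibition above a per-campaign cutoff, the mean inhibition of all tested compounds plus 3 SD, cut at about 27% in these data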;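 further: 0% = DMSO wells and 100% = JAK Inhibitor I control wells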
S1P4 antagonist: S1P4 receptor antagonists, primary screen, cell-based | inhibition, % at 4.98 µM | Sphingosine 1-phosphate receptor 4 (Homo sapiens), O95977 | S1P4-expressing cells, antagonist mode, reporter read-out | AID 1510, 2009 | hit rate 0.26% among 220,000; in the data active means inhibition above about 29%;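 further: 0% = wells stimulated with agonist and 100% = vehicle wells without agonist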
NCF1 inh: p47phox/p22phox peptide binding inhibitors, primary screen, biochemical, uHTS, NADPH oxidase regulatory subunit; hit rate 0.53% among 220,000; AID 1274, 2008; fluorescence polarization, 2 h; Neutrophil cytosol factor 1 (Homo sapiens), P14598; inhibition, % at 24.7 µM;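 active means inhibition above about 30%, limit read from the data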;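 further: 0% = p47phox with labelled peptide and 100% = labelled peptide alone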
Target sequence (P14598 whole entry, looked up): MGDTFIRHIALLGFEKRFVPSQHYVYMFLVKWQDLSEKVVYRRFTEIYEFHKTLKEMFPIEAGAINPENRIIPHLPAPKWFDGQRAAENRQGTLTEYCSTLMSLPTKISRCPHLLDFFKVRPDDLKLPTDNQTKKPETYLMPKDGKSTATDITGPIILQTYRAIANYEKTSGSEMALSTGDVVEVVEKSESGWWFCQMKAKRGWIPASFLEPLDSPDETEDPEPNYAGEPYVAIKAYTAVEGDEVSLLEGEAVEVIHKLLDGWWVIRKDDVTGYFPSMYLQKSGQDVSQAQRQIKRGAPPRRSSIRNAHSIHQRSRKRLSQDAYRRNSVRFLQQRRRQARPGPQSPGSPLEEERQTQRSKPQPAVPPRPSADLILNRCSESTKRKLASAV
NPY-Y2 PAM-ag: NPY-Y2 potentiators or agonists, primary screen, cell-based; Neuropeptide Y receptor type 2 (Homo sapiens), P49146; activation, % at 3.6 µM; cells expressing NPY-Y2, potentiator/agonist read-out; hit rate 0.45% among 220,000; in the data active means activation above about 27%;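 further: cells stimulated with NPY near EC25 plus isoproterenol at EC100; 0% = vehicle plus submaximal agonist and 100% = vehicle plus saturating agonist; some results beyond the cut were filed as inactive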
Target sequence (P49146 whole entry, looked up): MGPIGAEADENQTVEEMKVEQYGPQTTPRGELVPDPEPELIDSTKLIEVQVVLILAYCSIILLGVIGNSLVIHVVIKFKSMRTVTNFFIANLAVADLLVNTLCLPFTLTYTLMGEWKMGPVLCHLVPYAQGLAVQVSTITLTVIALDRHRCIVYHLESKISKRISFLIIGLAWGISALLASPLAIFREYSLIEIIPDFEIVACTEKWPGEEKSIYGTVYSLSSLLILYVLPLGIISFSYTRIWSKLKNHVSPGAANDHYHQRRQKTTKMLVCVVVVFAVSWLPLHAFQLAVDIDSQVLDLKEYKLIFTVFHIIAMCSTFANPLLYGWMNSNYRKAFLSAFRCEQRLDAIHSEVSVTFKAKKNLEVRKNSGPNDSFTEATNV
NPY Y1 blocker: NPY-Y1 receptor antagonists, primary screen, cell-based. Neuropeptide Y receptor type 1 (Homo sapiens), P25929. HEK293-CNG Y1 cells, membrane potential fluorescence; NPY at EC95, then isoproterenol. inhibition, % at 3.6 µM. hit rate 1% among 200,000;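 active means inhibition above the campaign mean inhibition of all tested compounds plus 3 SD, cut at about 20% in these data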;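 further: 0% = DMSO wells given NPY plus isoproterenol and 100% = isoproterenol alone without NPY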
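Test system: HEK293 cells co-expressing NPY Y1 receptor and cyclic-nucleotide gated channel; Also added: NPY (25 nM), isoproterenol (1 µM), Ro 20-1724 (25 µM); Compound dosing: one concentration, 3.6 µM, in 0.4% DMSO; Timing: dye 3 h, compound 60 min room temperature, stimulation 45 min; Technique: Membrane-potential fluorescent dye readout.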
NPY1 pot ag: NPY-Y1 receptor potentiators or agonists, primary screen, cell-based. Neuropeptide Y receptor type 1 (Homo sapiens), P25929. NPY-Y1 expressing cells, potentiator/agonist activation. activation, % at 3.6 µM. hit rate 0.37% among 220,000. AID 1304, 2008; in the data active means activation above about 33%, passing the limit was not always enough;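 further: cells stimulated with NPY at EC10 then isoproterenol at EC100; 0% = low agonist plus stimulus and 100% = saturating agonist plus stimulus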
S1P4 ag: S1P4 receptor agonists, primary screen, cell-based | AID 1509, 2009 | activation, % at 4.98 µM | hit rate 0.35% among 220,000 | S1P4-expressing cell line, agonist reporter assay | Sphingosine 1-phosphate receptor 4 (Homo sapiens), O95977; in the data active means activation above about 11%;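 further: 0% = DMSO vehicle and 100% = reference agonist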
Ba/F3 V617F tox: reduced viability of JAK2V617F-dependent Ba/F3 cells, primary screen, JAK2V617F inhibitor project, cell-based, Ba/F3 EpoR-JAK2V617F, luminescence | ATP luminescence | inhibition, % at 5.6 µM | hit rate 1.1% among 220,000;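 active means inhibition above the campaign mean plus 3 SD over all tested compounds, cut at about 24% in these data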;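 further: cytokine-independent growth of Ba/F3 cells driven by EpoR plus mutant JAK2; 0% = DMSO-treated cells and 100% = JAK inhibitor I control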
CHOP inh: inhibitors of CHOP promoter induction, primary screen, cell-based, unfolded protein response, luciferase reporter; CHO-K1 CHOP-promoter luciferase, tunicamycin-induced, 15-18 h; inhibition, % at 10 µM; hit rate 3.8% among 220,000;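 active means compounds that reduced the stress-induced luciferase reporter signal by more than about 70% of percent inhibition, limit read from the data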;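 further: 0% = tunicamycin plus vehicle and 100% = wells without tunicamycin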
Numbers without * were called inactive; x = not tested or not shown.

SMILES | BaF3 tox | S1P4 antagonist | NCF1 inh | NPY-Y2 PAM-ag | NPY Y1 blocker | NPY1 pot ag | S1P4 ag | Ba/F3 V617F tox | CHOP inh
CCCc1cc(=O)[nH]c(SCc2csc(-c3ccccc3)n2)n1 | 5 | -10 | -9 | -2 | 3 | -20 | 0.8 | 0 | 0
Cc1ccccc1-n1cc(-c2ccc(Br)cc2)nc1SCC(N)=O | -1 | -9 | -3 | 3 | x | -29 | -0.3 | 0 | 7
O=C(CSc1cccc[n+]1[O-])N1CCCc2ccccc21 | 5 | -2 | -7 | 7 | 1 | 8 | -0.7 | -3 | -19
Clc1ccc2nc(C3CCN(Cc4ccccc4)CC3)[nH]c2c1 | 4 | -12 | -45 | 11 | 1 | 0 | 2.8 | -1 | -17
N/C(=N\OC(=O)CCCOc1ccc(Cl)cc1Cl)c1ccncc1 | 4 | 0 | -7 | -5 | 7 | -20 | 0.4 | 1 | 18
O=C1/C(=C\c2ccc(-c3ccccc3Cl)o2)SC(=S)N1CC1CCCO1 (stereo not given) | 3 | -1 | -27 | 16 | 1 | 23 | -1.0 | 4 | -23
COc1ccc2[nH]cc(C(=O)CN3CCCC(C)C3)c2c1 (stereo not given) | 5 | 8 | -12 | -19 | 6 | -20 | 0.3 | -1 | 44
CN(C(=O)c1ccco1)c1nc2c(s1)CCCC2 | 7 | -11 | -11 | 7 | 9 | -11 | 0.5 | 1 | 21
COc1ccc(COc2cccnc2N)cc1 | 3 | -14 | -2 | -17 | x | 5 | -0.2 | -2 | -5
COc1cc(/C=N/c2oc(-c3ccccc3)cc2C#N)ccc1O | 7 | -4 | -42 | -7 | 1 | 3 | -0.4 | -2 | 58
Cc1ccc(CSC2=NCCN2C(=O)C(C)Oc2ccccc2)cc1 (stereo not given) | 4 | 5 | -5 | -4 | 2 | 4 | 2.1 | -2 | 17
Cc1cc(C)nc(SC2CCCCC2O)n1 (stereo not given) | 2 | -6 | -7 | 4 | -5 | -30 | 0.8 | -1 | 30
Cc1ccc2[nH]c(=O)c(CN(CCCN3CCOCC3)Cc3nnnn3C3CCCC3)cc2c1 | 2 | 10 | -8 | 6 | -2 | -7 | 1.1 | 6 | -3
O=C(CNS(=O)(=O)c1ccccc1)NNC(=O)C(Cl)Cl | 7 | -4 | 5 | -25 | 1 | 0 | -3.0 | 3 | -15
COC(=O)c1ccccc1NC(=O)c1ccccc1N(C)S(C)(=O)=O | 1 | -10 | 0 | -3 | -4 | 6 | -1.1 | -4 | 14
CCN(CC)CCCn1c(=S)[nH]c2ncccc2c1=O | 6 | -12 | -11 | -1 | 3 | -6 | -1.0 | -1 | -6
O=C(CN1CCCCC1)Nc1cc(Cl)ccc1Cl | 4 | 9 | -4 | -12 | 4 | -19 | 0.1 | 2 | 53
Cc1nonc1C(=O)N/N=C/c1ccc(O)c(O)c1 | 2 | -7 | 3 | 8 | -2 | 13 | 0.2 | -1 | -9
O=C(N/N=C/c1coc2ccccc2c1=O)c1cc(O)cc(O)c1 | 4 | -10 | -45 | -7 | -1 | -3 | 2.2 | -2 | 5
CCCCNC(c1ccccc1)c1ccncc1 (stereo not given) | 0 | -3 | -6 | 8 | 0 | -15 | -3.2 | -2 | -17
CC1CCN(S(=O)(=O)c2ccc(NC(=O)Cn3nnc(-c4ccccc4)n3)cc2)CC1 | 1 | -15 | -11 | 24 | -13 | 18 | 0.5 | -2 | 35
CCC1(CC)NC(=O)N(CC(=O)OCn2nnc3ccccc3c2=O)C1=O | 4 | -11 | -5 | -7 | -2 | 5 | -2.9 | 4 | -2
CC1CCc2nn(CC(=O)NCc3ccco3)cc2C1 (stereo not given) | 5 | -12 | -11 | 22 | 7 | -3 | -0.5 | 0 | 22
Cc1cc(CNC(=O)COc2ccc([N+](=O)[O-])cc2)c2ccccc2n1 | 9 | -15 | -10 | -11 | 3 | 10 | 1.8 | -3 | -1
O=C(O)c1cccc(COCC(F)(F)C(F)F)c1 | 2 | -25 | -3 | 0 | -2 | -6 | 0.0 | -2 | 6
COC(=O)c1sccc1N/N=C(\C)c1ccc(F)c(Cl)c1 | 5 | 3 | -6 | 4 | -1 | 17 | 1.7 | -2 | 17
CCc1nc(SCC(=O)OC(C)C)c2ccccc2n1 | 4 | -11 | -8 | -4 | 8 | 7 | 0.5 | -3 | 15
Cc1ccc2c(c1)N(C(=O)c1ccco1)C(C)(C)c1ssc(=S)c1-2 | 3 | -1 | 3 | 5 | 1 | -6 | 0.3 | 1 | 31
Cc1sc(NC(=O)CN(Cc2ccc(F)cc2)C(=O)C(C)(C)C)c(C(N)=O)c1C | 4 | 2 | -9 | -5 | 4 | -1 | 1.7 | 1 | 11
[O-]/C(=C(\C(=S)Nc1ccc(SC(F)F)cc1)[n+]1ccccc1)c1cc(Cl)ccc1Cl | 2 | -9 | -15 | 26 | -12 | 47* | 0.9 | 0 | 33
CC1(C)COC(c2cc([N+](=O)[O-])ccc2Cl)=N1 | 0 | -24 | -10 | -6 | 0 | 2 | 0.2 | -5 | 19
CN1C(=O)C(CC(=O)Nc2ccc(F)cc2)N(NC(=O)c2cccc(F)c2)C1=S (stereo not given) | -2 | -10 | -3 | -2 | x | 19 | 0.0 | -7 | 14
COC(=O)c1ccc(C2C(C(C)=O)=C(O)C(=O)N2CCO)cc1 (stereo not given) | 3 | -2 | -4 | -9 | -2 | -27 | 2.8 | 0 | 5
COc1ccccc1N1CCN(C(=O)CSc2nc(C)cc(=O)[nH]2)CC1 | 3 | 12 | -7 | 6 | 9 | -2 | -1.7 | 0 | -2
Cc1cc(-c2nnc(SCc3cccnc3)o2)no1 | 3 | 12 | -8 | -6 | -4 | -12 | -2.0 | 1 | -14
COc1cc(C)c(CNc2ccc(OC)c(OC)c2)cc1C | 3 | -20 | 17 | 10 | 1 | 21 | 1.0 | -1 | -3

One compound at a time (already shown):
Entry for COC(=O)c1ccc(C2C(C(C)=O)=C(O)C(=O)N2CCO)cc1 (stereo not given) : BaF3 tox = 3; S1P4 antagonist = -2; NCF1 inh = -4; NPY-Y2 PAM-ag = -9; NPY Y1 blocker = -2; NPY1 pot ag = -27; S1P4 ag = 2.8; Ba/F3 V617F tox = 0; CHOP inh = 5
Entry for CC1(C)COC(c2cc([N+](=O)[O-])ccc2Cl)=N1 : BaF3 tox = 0; S1P4 antagonist = -24; NCF1 inh = -10; NPY-Y2 PAM-ag = -6; NPY Y1 blocker = 0; NPY1 pot ag = 2; S1P4 ag = 0.2; Ba/F3 V617F tox = -5; CHOP inh = 19

(listing goes on)
SMILES | BaF3 tox | S1P4 antagonist | NCF1 inh | NPY-Y2 PAM-ag | NPY Y1 blocker | NPY1 pot ag | S1P4 ag | Ba/F3 V617F tox | CHOP inh
CC(=O)c1ccc(NC(=S)N2CCN(c3cccc(Cl)c3)CC2)cc1 | 1 | -4 | 0 | 7 | 3 | -6 | 0.9 | -4 | 34
COc1ccc(C(=O)N/N=C\c2coc3ccccc3c2=O)cc1 | 0 | 10 | -7 | 16 | x | 1 | 1.8 | -2 | 12
CCCCN(CCCC)c1ncnc2nc[nH]c12 | 2 | -11 | 14 | 9 | 1 | 10 | 0.5 | 0 | 54
O=C(NCC1CCCO1)C1CCN(S(=O)(=O)c2cccc3nonc23)CC1 (stereo not given) | 5 | -4 | 4 | -19 | -1 | -5 | 0.7 | 7 | 16
Cc1noc(C)c1S(=O)(=O)Nc1ccc(C(=O)N2CCN(c3ccc(Cl)cc3)CC2)cc1 | 4 | -11 | -2 | -4 | -6 | 11 | 0.6 | -5 | 49
CC(C)CCn1c(=O)c2ccccc2n2c(CN3C(=O)NC4(CCC(C)CC4)C3=O)nnc12 (stereo not given) | -3 | -7 | -7 | -10 | -1 | 12 | -1.7 | -3 | 6
COc1ccc(NC(C)=O)cc1NC(C)c1nc2sc(C)c(C)c2c(=O)[nH]1 (stereo not given) | 3 | 6 | -21 | 9 | 0 | 3 | 0.1 | 0 | 25
CCOC(=O)/C(C#N)=C/c1cc(C)n(-c2ccccc2)c1C | 6 | -9 | -11 | 2 | 2 | 28 | -2.2 | -1 | -13
CCOc1cc(C(=O)N2CCOCC2)ccc1OCc1ccccc1 | 0 | -12 | -10 | 5 | 5 | 10 | -1.1 | -5 | -1
Cc1cc(NC(=O)/C(C#N)=C/c2ccc(-c3cccc(C(F)(F)F)c3)o2)n(-c2ccccc2)n1 | 9 | -9 | -125 | 8 | -2 | 3 | -0.3 | -2 | 85*
COc1ccc(C(=O)N2CCN(Cc3ccccc3C)CC2)cc1OC | -1 | -13 | -5 | -4 | 6 | -1 | -1.1 | 0 | 33
CC(=O)[C@@H]1[C@@H]2C(=O)N(C3CCCCC3)C(=O)[C@@H]2C2c3ccccc3C=CN21 (stereo not given in full) | 1 | -18 | -26 | 2 | -1 | 14 | -0.5 | -5 | 16
Cc1ccc(NC(=O)C(=O)NCCOc2ccc(Cl)cc2)c(C)c1 | 3 | -9 | -5 | -8 | 4 | -6 | -1.3 | -2 | 33
O=c1c2c([nH]c3ccccc13)CCCCCC2 | 5 | -26 | -2 | -2 | 6 | -8 | -0.3 | -5 | 6
C/C(CC(=O)c1ccccc1)=N\NC(=O)CC#N | 5 | 1 | -3 | 4 | -2 | 4 | 2.3 | 2 | 13
CCOC(=O)C1=C(C)NC(=S)NC1/C=C/c1ccccc1 (stereo not given) | 4 | -1 | -2 | 8 | 5 | -18 | -3.5 | 9 | -3
O=C(O)COc1ccc(S(=O)(=O)NCCc2ccccc2)cc1 | 3 | 10 | -7 | -4 | 0 | 19 | -1.3 | 2 | -3
COC(=O)CC(=O)N1CCN(c2ccc(Cl)c(Cl)c2)CC1 | 11 | -11 | 1 | -3 | 0 | -26 | 0.5 | 6 | 2
Cc1ccc2nc(-c3sc4nc(C)ccc4c3N)[nH]c2c1 | 9 | -9 | -10 | -4 | -5 | -15 | 1.7 | 3 | -2
Cc1c(NS(=O)(=O)c2ccc(C(=O)NCc3ccccc3)cc2)c(=O)n(-c2ccccc2)n1C | 5 | 1 | 1 | 10 | 4 | 7 | 2.0 | 2 | -9
CCCOc1ccc(C(=O)Nc2ccccc2[N+](=O)[O-])cc1 | 3 | -6 | x | 5 | 13 | -33 | 1.9 | -2 | x
CC(C)(C)OC(=O)NC1CONC1=O (stereo not given) | 3 | 3 | -7 | 11 | 1 | -3 | -0.2 | 0 | 25
Cc1ccc(-n2nc3ccc(NC(=O)C(C)C)cc3n2)cc1 | 2 | 4 | -1 | 13 | -5 | 32 | -0.2 | -2 | 24
CCC(C)(C)NC(=O)C(c1ccncc1)N(C(=O)Cn1nnc2ccccc21)c1cc2c(cc1C(C)=O)OCO2 (stereo not given) | 2 | -4 | -7 | 0 | 3 | 7 | 3.3 | -2 | 41
Cc1ccc(C)c(N2C(=O)c3cc(N4CCOCC4)c([N+](=O)[O-])cc3C2=O)c1 | 1 | -17 | 1 | 2 | 1 | -3 | 0.0 | -2 | 42
NC(=O)CSc1ncnc2c1oc1ccccc12 | 10 | -2 | -159 | -1 | 6 | -8 | -1.1 | 1 | 4

An unsorted share of the library. Share with any hit: about 7.1%.
